# Compound activity: PubChem BioAssay, National Center for Advancing Translational Sciences (NCATS)
# S2 tox: reduces viability in counter-screen for ATXN expression inhibitors | S2 cells (HEK-293 line with an ATXN2-luciferase reporter) viability, CellTiter-Fluor protease fluorescence, 24 h | Potency, µM (doses to about 56.7 µM), most hits filed as cytotoxic | 0.49% of 400,000 active; note: potency is the fitted concentration of half-maximal effect; nearly all actives have a fitted effect of over 40% in size
# SW480 rereplic: induces DNA re-replication in SW480 colon adenocarcinoma cells. Potency, µM (doses to about 46.1 µM), for inactives: at the highest dose re-replication activation, actives largely listed as activators. SW480 DNA re-replication, Hoechst DNA content imaging, 48 h. AID 624297. 1.8% of 340,000 active; note: potency is the fitted concentration of half-maximal effect; % of control where 0% means no effect; nearly all actives have a fitted effect of over 55% in size
#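 SW480 cells exposed to compounds for 48 hr at 37 C, 5% CO2, then Hoechst-stained 40 min. Nuclear DNA content imaged by fluorescence scanning (405 nm excitation, 500-530 nm emission); re-replication scored as increased high-intensity nuclei.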
# ATXN2 expr inh: inhibitors of ATXN2 expression; HEK-293 ATXN2-luciferase reporter, luminescence, 24 h; Potency, µM (doses to about 57 µM), without a hit: at the highest dose activity change, negative = inhibition, usual class: inhibitors; 0.72% of 360,000 active; note: potency is the fitted concentration of half-maximal effect; % is set by controls: 0 for no effect and ±100 for the full control effect; nearly all actives have a fitted effect of over 55% in size
#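 ATXN2-luciferase reporter cells (luciferase flanked by upstream and downstream ATXN2 gene portions) were treated 24 h at 37 °C with compounds at up to 57 uM. SteadyGlo luminescence gave expression; GF-AFC fluorescence gave viability.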
# IL1B secr inh: inhibitors of inflammasome signaling (IL-1 beta secretion); THP-1 LPS/ATP IL-1B secretion, AlphaLISA, 16 h; active compounds read low; activity change, % at 57.5 µM; 4.7% of 360,000 active; AID 743279; in the data active = activity change below about -50%; inconclusive = mostly about -30% to -49%; note: % is set by controls: 0 for no effect and ±100 for the full control effect
#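 THP-1 cells pretreated 1 hr with compounds (up to 57.5 uM final), then stimulated with LPS (250 ng/mL final) plus ATP (1.25 mM final); secreted IL-1B measured by AlphaLISA after 16 hr, decreased signal indicating inhibition.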
# HT1080NT lethal: kills 2HG-producing HT-1080-NT fibrosarcoma cells; 1.6% of 360,000 active; AID 686970; HT-1080-NT fibrosarcoma viability, CellTiter-Glo ATP luminescence, 48 h; Potency, µM (titrated, usually from 46.1 µM), for inactives: at the top dose activity, negative = less viability, hits mostly cytotoxic;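 note: NT is the 2HG producing partner of a matched IDH1 knockdown line; potency is the fitted concentration of half-maximal effect; 0% = DMSO-treated cells and -100% = media-only wells without cells; nearly all actives have a fitted effect of over 55% in size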
#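 Compounds were tested in concentration-response format on HT-1080-NT cells for 48 hours at 37 degrees C. Cell viability came from CellTiter-Glo luminescence; curves were classified by r2, response magnitude and activity.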
# HepG2 tox: counter-screen for TGF-b inhibitors: cytotoxicity in HepG2 cells; HepG2 CAGA-GFP viability, ATP luminescence, 18 h; Potency, µM (titrated, usually from 46.1 µM), inactives show at the highest dose activity change, negative = cytotoxicity, usual class: cytotoxic; 0.76% of 410,000 active; AID 588856; note: potency is the fitted concentration of half-maximal effect; some results filed as inactive show a strong effect at the top dose
#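 CellTiter-Glo luminescence gave cytotoxicity after 18 hours at 37 degrees C. The cells were HepG2 CAGA-GFP in 1% FBS DMEM, stimulated with 500 pg/mL TGF-beta after compound addition. %Activity was normalised to no-cell wells (complete cell-killing) and DMSO (no toxicity), and curves were fitted and classified.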
# KB-3-1 tox: kills parental KB-3-1 adenocarcinoma cells; KB-3-1 viability, CellTiter-Glo ATP luminescence, 72 h; Potency, µM (top dose mostly 46.1 µM), inactives show at the highest dose activity change, negative = cytotoxic, usual class: cytotoxic; 1.4% of 400,000 active; AID 1347075; note: potency is the fitted concentration of half-maximal effect; % is set by controls: 0 for no effect and ±100 for the full control effect; nearly all actives have a fitted effect of over 60% in size
#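 Parental KB-3-1 viability, qHTS format: 72 h compound exposure, 37 °C; CellTiter-Glo; media-only wells and DMSO plates as controls; concentration-effect fits on corrected data.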
# HT1080 IDH1KD tx: toxicity to HT-1080 IDH1 knockdown cells (counter line). HT-1080 IDH1 knockdown viability, ATP luminescence, 48 h. Potency, µM (top dose mostly 46.1 µM), for inactives: top-dose activity, negative = toxicity, hits mostly cytotoxic. 2% of 360,000 active;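 note: potency is the fitted concentration of half-maximal effect; 0% = DMSO wells and -100% = cell-free medium wells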
#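 Knockdown cells (IDH1KD HT-1080) received compounds 2 h after plating at 750 cells/well and were kept 48 h at 37 °C in 5% FBS RPMI. A CellTiter-Glo luminescence read gave % activity for curve fitting.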
# MCF10A rerep: induces DNA re-replication in MCF 10a normal breast cells; MCF 10A DNA re-replication, Hoechst nuclear intensity, 48 h; Potency, µM (doses to about 46.1 µM), without a hit: at the highest dose activity, positive = re-replication, usual class: activators; 2.9% of 350,000 active; AID 624296; note: potency is the fitted concentration of half-maximal effect; % of control where 0% means no effect; nearly all actives have a fitted effect of over 50% in size
# * = called active by the depositor; i = inactive; ? = inconclusive; nt = not tested or not shown; & = joins results of further samples; [ ] = dose if it differs, or a comment. Unless noted, calls come from the whole dose curve; as a rule, active = well fitted curve in the direction sought with a large enough effect; inconclusive = small, poorly fitted or top-dose-only effect, or another doubt; inactive = no such curve, though single readings can be large; an effect the other way counts as inactive or inconclusive. Only part of the results is shown; the hit share may differ from the screen's.
[1] CN1C(=O)N(C)C(=O)C2(Cc3cc(NC(=O)c4ccccc4Cl)ccc3N3CCCC32)C1=O (stereo not given)
[2] Oc1cccc2nc3ccccc3nc12
[3] N#CCCn1cc(C(=O)O)c(-c2cccc([N+](=O)[O-])c2)n1
[4] C[N+](C)(C)CC#CCN1CCCC1=O
[5] O=C1NC(=O)N(CCc2ccc(F)cc2)C(=O)/C1=C/c1ccco1
[6] Cc1ccc2c(c1)N(CCC(=O)N1CCC3(CC1)OCCO3)C(=O)C(C)O2 (stereo not given)
[7] C/C(CC(c1ccccc1)c1c(O)c2ccccc2oc1=O)=N\NC(N)=S (stereo not given)
[8] COc1cccc2c1C(=O)c1c(O)c3c(c(O)c1C2=O)CC(O)(C(C)=NO)CC3OC1CC(N)C(O)C(C)O1 (stereo not given)

screen / no. | 1 | 2 | 3 | 4 | 5 | 6 | 7 | 8
S2 tox | i | ? | i | i | ? | i | i | ?
SW480 rereplic | -29% | 1% | 1% | -71%[inhibitor] | 4% | 1% | 16µM* | -3%
ATXN2 expr inh | 19% | -13% | 5% | 1% | -31% | 4% | -7% | 1.6µM*
IL1B secr inh | 6 | -20 | -13 | -3 | -53* | -22 | 32 | -97*
HT1080NT lethal | 17% | -9% | 8% | 7% | -1% | -4% | 0% | ?
HepG2 tox | 0% | -28% | -2% | 1% | 2% | -10% | -22% | 3%
KB-3-1 tox | 15% | 0% | 7% | 0% | 1% | -4% | -4% | ?
HT1080 IDH1KD tx | 9% | -10% | 5% | 12% | -14% | 0% | 9% | 10µM*
MCF10A rerep | 11% | -5% | 2% | 3% | ? | 8% | -31%[inhibitor] | -17%

[9] CSc1ccc(C(=O)C2CCCN(Cc3ccn[nH]3)C2)cc1 (stereo not given)
[10] COc1cc2c(cc1OC)[C@@]13CCN4CC5=CCO[C@H]6CC(=O)N2[C@H]1[C@H]6[C@H]5C[C@H]43
[11] CC(C)Cn1cc(C(=O)N2CCC3(CC2)OCCO3)c2c3ccccc3n(C)c2c1=O
[12] Cn1c(=O)n(C)c2cc(CNCCc3ccccc3F)ccc21
[13] N[C@@H](Cc1c[nH]c2ccccc12)c1nnc(SCc2ccc(F)cc2)o1
[14] FC(F)(F)c1ccc2c(c1)ncn2C1CCN(Cc2nnnn2C2CCCCC2)CC1
[15] COC(=O)C1=C(c2ccc(OCc3ccccc3)cc2)C[C@@H]2CC[C@H]1N2C(=O)NCc1cccc(C(F)(F)F)c1
[16] O=C1NC(=S)N(c2ccc(F)cc2)C(=O)/C1=C/c1ccccc1O

screen / no. | 9 | 10 | 11 | 12 | 13 | 14 | 15 | 16
S2 tox | i | i | i | i | i | i | i | ?
SW480 rereplic | 0% | -19%&1% | -5% | nt | -5% | -1% | -14%[9.22 µM] | -20%
ATXN2 expr inh | 22% | 7% | 6% | -9% | -7% | -6% | -21% | 8%
IL1B secr inh | 30 | -12 | 13 | nt | 3 | ? | 0 | 1
HT1080NT lethal | 4% | 8% | 4% | nt | 0% | -7% | 0% | 14%
HepG2 tox | -53% | -21% | -3% | -3% | 2% | -16% | 0% | 0%
KB-3-1 tox | -3% | 0% | -2% | 1% | 5% | ? | ? | 2%
HT1080 IDH1KD tx | 14% | -2% | -23% | nt | -21% | -3% | -8% | 16%
MCF10A rerep | -1% | -23%&8% | 29% | nt | 2% | 18% | ? | 13%

[17] COc1cccc(C(=O)Nc2ccc3nc(SCC(=O)N(C)c4ccccc4)sc3c2)c1
[18] CCC1C2Cc3ccc(O)cc3C1(CC)CCN2C (stereo not given)
[19] O=C1Nc2ccccc2Oc2ccccc21
[20] CCC(=NCC1CCCO1)c1c(O)n(-c2ccccc2)c(=O)[nH]c1=O (stereo not given)
[21] O=C([O-])c1ccc(-[n+]2c(-c3ccccc3)cc(-c3ccccc3)cc2-c2ccccc2)cc1
[22] Cc1ccc(S(=O)(=O)N(C)CCCC(=O)N2CCN(c3ccccn3)CC2)cc1
[23] O=c1cccc2n1CC1CC2CN(Cc2cccc(Cl)c2Cl)C1 (stereo not given)
[24] COc1cc2occc2c2oc(=O)ccc12

screen / no. | 17 | 18 | 19 | 20 | 21 | 22 | 23 | 24
S2 tox | ? | i | i | i | i | i | i | i
SW480 rereplic | nt | -1% | nt | 15% | -9% | ? | 2% | ?
ATXN2 expr inh | ? | 6% | nt | -19% | 6% | -20% | 0% | 3%
IL1B secr inh | nt | -6 | ? | 11 | 22 | -4 | -19 | -10
HT1080NT lethal | nt | 2% | -3% | 0% | ? | 1% | -28% | 9%
HepG2 tox | -25% | -2% | -35% | -22% | -18% | 0% | -28% | -2%
KB-3-1 tox | ? | 4% | 9% | -2% | 14% | ? | 1% | 0%
HT1080 IDH1KD tx | nt | 6% | 0% | 0% | 4% | -18% | ? | 5%
MCF10A rerep | nt | 4% | nt | -16% | 20% | ? | 25% | 0%

[25] COc1cc(CNCCc2ccc3c(c2)OCO3)ccc1O
[26] S=c1[nH]nc(-c2ccco2)n1Cc1ccccc1
[27] COc1cccc(CNCCc2c[nH]c3ccccc23)c1OC
[28] CCc1nc2ccc(Br)cc2c(=O)n1-c1ccccc1C(F)(F)F
[29] COc1ccc(C(=O)OC2C[C@H]3CC[C@H](C2)N3C)cc1OC (stereo not given in full)
[30] C[C@H]1CN([C@@H](C)CO)C(=O)CCCn2nncc2CO[C@@H]1CN(C)C(=O)Nc1ccc(N2CCCCC2)cc1
[31] COc1ccc(-n2c(O)c(C(C)=NCCN3CCNCC3)c(=O)[nH]c2=O)cc1
[32] Nc1ccc(N2CCN(Cc3ccccc3Cl)CC2)c(Cl)c1

screen / no. | 25 | 26 | 27 | 28 | 29 | 30 | 31 | 32
S2 tox | i | i | i | i | i | i | i | i
SW480 rereplic | -2% | -2% | -2% | 0% | -13% | nt | 2% | 2%
ATXN2 expr inh | -17% | -7% | -12% | -9% | 5% | -4% | 3% | -7%
IL1B secr inh | 4 | 37 | 12 | 34 | 17 | 24 | 30 | -3
HT1080NT lethal | -8% | 8% | -16% | 2% | -2% | 3% | 3% | 1%
HepG2 tox | -60% | 11% | -1% | -35% | -11% | -4% | -1% | -56%
KB-3-1 tox | -2% | -3% | 7% | -2% | 0% | 13% | 6% | ?
HT1080 IDH1KD tx | -10% | 9% | 0% | 0% | -3% | 2% | 2% | -9%
MCF10A rerep | ? | ? | 6% | 24% | ? | nt | -3% | 21µM*

[33] Cc1ccc2c(c1N)C(=O)c1ccccc1C2=O
[34] CCOC(=O)CC1c2ccccc2-n2nncc2CN1Cc1ccc(OC)cc1 (stereo not given)
[35] C[C@]12C=CC(=O)C=C1CC[C@@H]1[C@@H]2CC[C@@]2(C)[C@H]1CC[C@]2(C)O
[36] CCC1CN1P(=O)(c1ccccc1)N1CC1CC (stereo not given)
[37] O=c1[nH]c(=O)n(Cc2ccc(F)cc2)c(O)c1C=Nc1ccc(Cl)cc1
[38] C[n+]1ccc(-c2cc[n+](C)cc2)cc1
[39] CN(C)[C@@H]1C(=O)C(C(N)=O)=C(O)[C@@]2(O)C(=O)C3=C(O)c4c(O)cccc4[C@@](C)(O)C3C[C@@H]12 (stereo not given in full)
[40] Cc1nn(C(C)(C)C)c(C)c1/C=N/OC(=O)Nc1ccc(Cl)c(Cl)c1

screen / no. | 33 | 34 | 35 | 36 | 37 | 38 | 39 | 40
S2 tox | i | i | i | i | i | i | i | i
SW480 rereplic | 4% | -2% | 0% | -4% | -17% | -10% | ? | -22%
ATXN2 expr inh | 24% | 2% | -11% | -9% | 0% | -4% | -6% | nt
IL1B secr inh | -18 | 9 | nt | -5 | 1 | -27 | -9 | 16
HT1080NT lethal | ? | -5% | nt | 3% | 26% | ? | ? | -4%
HepG2 tox | -18% | -6% | nt | 0% | -3% | 4% | -25% | -78%
KB-3-1 tox | 0% | -30% | nt | -13% | -5% | -4% | 0% | -6%
HT1080 IDH1KD tx | -18% | -1% | nt | 18% | 8% | -28% | ? | -4%
MCF10A rerep | -1% | ? | 16% | -2% | 16% | 8% | 23% | 5%

[41] COc1cc(CNCCc2c[nH]c3ccccc23)cc(OC)c1OC
[42] O=P(OCC(F)(F)C(F)F)(N1CCCCC1)N1CCCCC1
[43] Cc1ccc(-n2c(O)c(/C=N/NC(=O)c3ccncc3)c(=O)[nH]c2=O)cc1C
[44] Cc1ccsc1C(=O)C1CCCN(Cc2cc(C(C)C)n[nH]2)C1 (stereo not given)
[45] S=C1CN=C(c2ccccc2)c2cc(Cl)ccc2N1
[46] Cc1cc(C)cc(NC(=O)Cn2c(=O)oc3cc(S(=O)(=O)N4CC(C)CC(C)C4)ccc32)c1 (stereo not given)
[47] CCOC(=O)[C@]12Cc3cc(C)ccc3[C@H]1N(C)C(=O)c1cc(OC)ccc12
[48] COc1ccc(-c2nn(CCC#N)cc2C(=O)Nc2cccc([N+](=O)[O-])c2)cc1OC

screen / no. | 41 | 42 | 43 | 44 | 45 | 46 | 47 | 48
S2 tox | ? | i | ? | i | i | ? | ? | i
SW480 rereplic | nt | 5% | 1% | -40%[inhibitor] | ? | 28% | nt | -44%[inhibitor]
ATXN2 expr inh | nt | 0% | 1% | ? | -2% | -23% | ? | -14%
IL1B secr inh | ? | -5 | 12 | 0 | 2 | -27 | -116* | 0
HT1080NT lethal | -4% | 0% | -17% | 2% | -3% | ? | ? | 4%
HepG2 tox | -21% | -2% | 0% | -25% | 7% | -3% | nt | -1%
KB-3-1 tox | -2% | -1% | 4% | -7% | 0% | -9% | 7.3µM* | -3%
HT1080 IDH1KD tx | -6% | 0% | ? | 1% | 0% | ? | 16µM* | 1%
MCF10A rerep | nt | -6% | 5% | -4% | -12% | ? | nt | -3%
